# Source: PubChem (several laboratories)
# dFosB act: activators of mouse delta FosB homodimer; P13346; purified delta FosB, TAMRA-CDK5 oligo fluorescence polarization; percent of positive-control signal above neutral wells; activation, % at 25 µM; actives 0.99% (n = 340,000); AID 493131;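 active means mean activation above about 17%, with every replicate also reaching it, limit read from the data, passing the limit was not always enough; inconclusive means only one of the two conditions met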;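 further: fluorescence polarization rise as delta FosB binds a TAMRA Cdk5 AP-1 oligo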
# V-ATPase pH: alters yeast V-ATPase proton transport | S. cerevisiae, pHLuorin cytosolic pH fluorescence | response, % at 10 µM | AID 504577 | actives 0.37% (n = 350,000); in the data active means response mostly above about 7.3%, no sharp cut-off; inactive means mostly below about 5.4%; further: actives read high; inactives centre near 0; some compounds called inactive have numbers as strong as hits
# Wnt act: activators of Wnt/beta-catenin signaling | Wnt/beta-catenin reporter cell assay, activator, plate reader | activation, % at 9.35 µM | actives 1.2% (n = 300,000) | AID 743398; in the data active means activation above about 30%, passing the limit was not always enough; inconclusive means no clear call, values can overlap the other calls;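 further: 0% = neutral control wells and 100% = positive control wells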
# RTF Ca sens act: cardiac RTF calcium sensitization; P19429+P45379; IANBD-labeled TnC RTF fluorescence at EC20 calcium; 0% EC20 calcium, 100% full calcium; activation, % at 7.2 µM; actives 0.24% (n = 340,000); AID 493008;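 active means activation above the mean over all tested compounds plus 3 SD, cut at about 30% in these data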;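 further: rise in fluorescence read as greater calcium sensitivity of cardiac thin filaments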
# Rtt109 HAT inh: blocks Candida albicans Rtt109/Vps75 acetyltransferase activity; Q5AAJ8; purified Rtt109/Vps75, ThioGlo CoA-SH fluorescence, 4 h; inhibition, % at 34.9 µM; actives 0.16% (n = 330,000); AID 540336;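 active means inhibition of at least 50% in every replicate; inconclusive means best replicate reaches 50% inhibition but some replicates fall short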
# Target sequence (Q5AAJ8 whole entry, looked up): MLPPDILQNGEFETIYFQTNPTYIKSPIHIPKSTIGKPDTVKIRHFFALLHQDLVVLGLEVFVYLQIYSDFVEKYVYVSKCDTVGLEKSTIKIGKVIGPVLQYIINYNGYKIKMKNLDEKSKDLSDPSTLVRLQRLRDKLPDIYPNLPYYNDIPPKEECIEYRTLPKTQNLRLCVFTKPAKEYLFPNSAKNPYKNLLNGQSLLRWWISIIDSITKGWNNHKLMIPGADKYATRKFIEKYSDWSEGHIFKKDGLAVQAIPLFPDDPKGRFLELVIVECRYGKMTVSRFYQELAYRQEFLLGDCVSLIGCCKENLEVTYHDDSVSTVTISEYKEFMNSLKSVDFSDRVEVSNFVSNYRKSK
# CAL PDZ FP-1: inhibitors of human CAL PDZ peptide binding. Q9HD26. purified CAL PDZ, TMR-peptide fluorescence polarization, 1 h. inhibition, % at 24.9 µM. actives 0.92% (n = 300,000). AID 602252;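 active means mean inhibition of at least 30% with at least half of replicates also reaching 30%; inconclusive means no clear call, values can overlap the other calls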;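 further: 0% = DMSO neutral control and 100% = excess unlabeled competitor peptide PRC23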
# Tat transport: E. coli Tat transport inhibition. E. coli MC4100 TorA-mCherry Tat export, fluorescence. inhibition, % at 10 µM. actives 0.036% (n = 340,000). AID 488895;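 active means mean replicate inhibition at least 50% and at least half of replicates individually reaching 50%; inconclusive means only one of the two criteria met; inactive means neither criterion met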;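 further: exported cargo escapes ClpAP degradation while cytoplasmic cargo is degraded and loses fluorescence; 0% = median of neutral control wells and 100% = median of NaSCN control wells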
# CAL PDZ FP-2: human CAL PDZ-peptide interaction inhibition. AID 504414. actives 0.02% (n = 330,000). inhibition, % at 20 µM. Q9HD26. purified CAL PDZ, TMR-peptide fluorescence polarization, 1 h;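 active means highest replicate inhibition of at least 40%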;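 further: plate controls were DMSO neutral control wells for no effect and unlabeled competitor peptide control wells for full effect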
#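 Material: tagged CAL PDZ protein CerCALP, purified; buffer or medium: sodium phosphate/NaCl buffer pH 7.4 with TCEP, IgG, Thesit; also added: fluorescent TMR peptide probe; schedule: 1 h incubation at room temperature before polarization reading; technique: fluorescence polarization from S- and P-plane intensities, G-factor corrected; control set: unlabelled peptide and DMSO controls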
# MITF TRPM1 HTS: activators of MITF-driven TRPM1 promoter activity in SK-MEL-5 cells | SK-MEL-5 TRPM1-promoter luciferase, 24 h; % of positive control, neutral wells = 0 | activation, % at 12.5 µM | actives 0.75% (n = 300,000) | AID 588334;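 active means mean activation of at least 80% with every replicate also reaching 80%; inconclusive means mean reaches 80% but some replicate falls short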;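 further: 0% = neutral control wells and 100% = parthenolide positive control wells; values of inactives mirror those of a sister screen read the other way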
# CDK5 inh: blocks human CDK5/p35 kinase activity; actives 0.01% (n = 330,000); Recombinant CDK5/p35, ADP-Glo luminescence, 60 min; inhibition, % at 10 µM; AID 488839; Q00535+Q15078;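 active means highest replicate inhibition of at least 50% and at least 75% of replicates reaching 50%; inconclusive means only one of the two criteria met; inactive means both criteria failed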;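 further: plate controls were DMSO neutral control for no effect and GW8510 at 10 µM for full effect; many of its hits are not listed in these tables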
# Target sequence (Q00535 whole entry, looked up): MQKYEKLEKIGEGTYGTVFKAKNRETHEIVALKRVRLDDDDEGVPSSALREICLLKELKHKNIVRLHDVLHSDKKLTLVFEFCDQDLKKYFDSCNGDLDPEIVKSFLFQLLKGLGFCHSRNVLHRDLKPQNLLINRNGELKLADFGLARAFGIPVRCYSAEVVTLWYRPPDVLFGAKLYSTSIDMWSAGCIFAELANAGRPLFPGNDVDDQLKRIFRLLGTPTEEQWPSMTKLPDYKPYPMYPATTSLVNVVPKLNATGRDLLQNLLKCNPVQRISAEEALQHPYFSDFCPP
# Target sequence (Q15078 whole entry, looked up): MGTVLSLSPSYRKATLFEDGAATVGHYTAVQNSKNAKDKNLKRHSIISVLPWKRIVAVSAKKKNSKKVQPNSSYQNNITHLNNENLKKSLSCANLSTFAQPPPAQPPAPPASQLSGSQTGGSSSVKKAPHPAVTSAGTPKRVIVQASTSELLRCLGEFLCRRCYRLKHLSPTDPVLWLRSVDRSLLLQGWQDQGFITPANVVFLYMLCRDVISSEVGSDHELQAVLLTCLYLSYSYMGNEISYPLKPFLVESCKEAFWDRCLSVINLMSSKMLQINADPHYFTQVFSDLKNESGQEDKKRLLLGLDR
# The depositor's hits bear a star; ? = inconclusive; . = no result given.
SMILES,dFosB act,V-ATPase pH,Wnt act,RTF Ca sens act,Rtt109 HAT inh,CAL PDZ FP-1,Tat transport,CAL PDZ FP-2,MITF TRPM1 HTS,CDK5 inh
CN(Cc1cccc(F)c1)C(=O)C(c1ccccc1)c1ccccc1,-7,2,2,7,1,-3,2,-0.5,-3,0.5
O=C(C(=O)N1CC=C(c2ccccc2)CC1)c1c[nH]c2ccccc12,-15,2,4,5,6,-4,4,-3.6,-4,-1.0
COc1ccc(NS(=O)(=O)c2cc(NC(=O)c3ccccc3)ccc2N2CCOCC2)cc1,-6,1,-6,4,-1,-1,-8,-2.4,.,-6.7
COc1ccc(NC(=O)c2cccc([N+](=O)[O-])c2)cc1,3,-3,?,-2,4,-5,-5,-0.6,19,-3.9
CCOc1ccc(NC(=O)NCc2ccccn2)cc1,2,0,-2,-3,-11,0,-6,-2.0,5,-0.6
CC(C)C(CCNCc1ccccn1)c1ccc(Cl)cc1 (stereo unspecified),-2,-2,-3,5,3,6,-4,0.9,-6,0.0
COc1ccc(NC(=O)CSc2nc(N3CCCCC3)nc(N3CCCCC3)n2)cc1,4,6,.,4,-10,0,12,-1.2,.,2.1
O=C(Nc1ccc(F)c(Cl)c1)c1nsc(Cl)c1Cl,11,2,-3,-3,8,1,-1,0.9,67,0.9
CSCc1ccc(C(=O)N2CCC(CCC(=O)N(C)Cc3ccccc3)CC2)o1,-6,0,-1,0,-15,-3,5,-1.1,-10,1.0
Cn1cccc1C(=O)NC(=O)COC(=O)c1ccc(S(C)(=O)=O)c([N+](=O)[O-])c1,-17,2,.,-5,3,-4,-4,0.4,-85,0.8
Nc1cc(=O)[nH]n1C1CCCCC1,-6,0,-1,-1,-3,-4,1,-1.2,-4,-0.9
O=C(CSc1nnc2c(n1)[nH]c1ccccc12)Nc1nncs1,-5,2,0,-3,-7,0,-13,-3.3,0,-1.6
Cc1cc(C(=O)CSc2nc3ccccc3[nH]2)c(C)n1Cc1ccco1,2,2,.,-7,5,-5,0,-0.9,27,0.9
COc1cc2[nH]c(=O)n(CCC(=O)N3CCN(Cc4ccc5c(c4)OCO5)CC3)c(=O)c2cc1OC,-11,-1,0,-2,2,-4,3,-1.1,3,-3.6
Cc1cc(C)cc(NC(=O)COc2coc(CN3CCc4ccccc43)cc2=O)c1,-4,-10,-2,-23,0,2,-4,0.2,-8,-0.1
C=CCOc1cccc(/C=N/NC(=O)CN(c2cc(Cl)ccc2OC)S(=O)(=O)c2ccc(C)c([N+](=O)[O-])c2)c1,-1,-2,-3,1,1,-2,-11,0.4,4,-0.5
COc1ccc(F)cc1C(=O)C1CCCN(Cc2cn(C)c3ccccc23)C1 (stereo unspecified),-5,-2,-1,1,-6,-5,-12,-0.4,8,0.1
CCN(CC)C1CCN(C(=O)c2ccc(OC3CCN(Cc4ccccn4)CC3)cc2)C1 (stereo unspecified),8,-3,-2,2,4,1,-12,-2.4,5,1.8
COc1ccc(N2CCN(C(=O)c3ccc(C)cc3)CC2)c([N+](=O)[O-])c1,-8,-5,2,1,3,5,5,-0.6,-8,-0.8
COCCN(C)Cc1cn(-c2ccc(F)cc2F)nc1-c1ccccc1C,3,2,0,3,2,3,4,.,-3,5.3
COc1cccc(C2SCC(=O)N2c2cccc(C)c2)c1OC (stereo unspecified),2,-1,2,5,1,-1,4,-0.1,-13,0.9
CC(C)C[C@H](NC(=O)OC(C)(C)C)c1nnc(SCc2cccc(F)c2)o1,-8,1,-4,-1,5,-4,11,0.2,.,-0.4
COc1ccc(CN(CC(=O)NC2CCCCC2)C(=O)CCCC(=O)Nc2ccccn2)cc1,-11,1,2,-5,1,3,-1,-0.9,-7,2.0
COc1cc2c(cc1OC)C1=C(C#N)CC/C(=N\S(=O)(=O)c3ccccc3)N1CC2,-13,-2,-20,5,-5,.,-12,-0.9,.,0.7
CC(C)NC(=O)N(C)C[C@H]1Oc2c(NC(=O)Nc3ccc4c(c3)OCO4)cccc2C(=O)N([C@H](C)CO)C[C@@H]1C,3,-1,-2,1,10,-1,8,-0.8,11,-0.8

# Another view of 2 compounds above:
# Second line of a record – dFosB act | V-ATPase pH | Wnt act | RTF Ca sens act | Rtt109 HAT inh | CAL PDZ FP-1 | Tat transport | CAL PDZ FP-2 | MITF TRPM1 HTS | CDK5 inh
> CC(C)C[C@H](NC(=O)OC(C)(C)C)c1nnc(SCc2cccc(F)c2)o1
  -8 | 1 | -4 | -1 | 5 | -4 | 11 | 0.2 | . | -0.4
> O=C(Nc1ccc(F)c(Cl)c1)c1nsc(Cl)c1Cl
  11 | 2 | -3 | -3 | 8 | 1 | -1 | 0.9 | 67 | 0.9

# The list goes on:
SMILES,dFosB act,V-ATPase pH,Wnt act,RTF Ca sens act,Rtt109 HAT inh,CAL PDZ FP-1,Tat transport,CAL PDZ FP-2,MITF TRPM1 HTS,CDK5 inh
CN(C)S(=O)(=O)c1ccc(N2CCOCC2)c(C(=O)NCc2ccc3c(c2)OCO3)c1,-6,-2,-3,-2,0,-1,-7,-1.9,6,1.6
CC(C)c1ccc(C2NC(=O)c3ccccc3O2)cc1 (stereo unspecified),-3,1,-2,-3,2,9,12,-2.6,22,-3.2
Cc1onc(-c2c(F)cccc2Cl)c1C(=O)OCn1nnc2ccccc2c1=O,-5,2,.,3,5,-3,5,-2.1,-3,-0.8
Cc1cccc(Nc2nc(N)c([N+](=O)[O-])c(N3CCN(C)CC3)n2)c1,-3,-7,-5,7,6,.,-4,-0.6,-3,6.1
COC(=O)c1ccccc1NC(=O)CSc1nccc(C)n1,-15,4,-2,-1,0,-6,-4,0.1,-4,0.1
COc1ccc(NS(=O)(=O)c2cccc(C(=O)NCC(c3ccccc3OC)N3CCCC3)c2)cc1 (stereo unspecified),-6,1,0,-7,-1,-5,3,-2.5,7,3.4
CCCOc1c(Cl)cc(C(=O)NC)cc1OC,5,2,-2,1,2,-7,-1,-0.5,-8,0.3
Cc1ccc(-n2nc3ccc(NC(=S)NC(=O)/C=C/c4ccco4)cc3n2)cc1,-11,2,5,6,-3,-6,-11,-0.6,7,0.8
COC(=O)c1ccccc1S(=O)(=O)N1CCC(C(=O)NCc2ccco2)CC1,-9,3,1,-3,1,.,-2,-0.3,-1,3.2
COc1ccc(S(=O)(=O)NCCC(=O)OCC(=O)c2ccc[nH]2)cc1[N+](=O)[O-],-7,1,-1,-2,2,46*,-6,-0.3,-6,1.7
Cc1ccc(N2C(=O)C3NN=C(C(=O)OCc4ccccc4)C3C2=O)c(C)c1 (stereo unspecified),-6,0,-2,-7,0,.,2,-0.1,-2,-0.9
O=C(N/C=C/n1cnc2cc(C(F)(F)F)ccc21)c1ccccc1,4,-2,-1,2,7,-6,6,-0.1,1,1.8
CC(=O)Oc1ccc(C2(C)CC(C)(C)NC(=S)N2C)c(OC(C)=O)c1 (stereo unspecified),1,0,-1,13,-2,-1,-14,-2.1,-8,0.5
C=CCNC(=O)c1ccc(CNS(=O)(=O)c2ccc(NC(C)=O)cc2)cc1,1,-3,.,1,6,-6,2,0.3,.,-1.7
NC(=O)c1ccccc1NC(=O)CCc1ccccc1,6,1,10,1,-1,2,2,-0.4,59,-0.4
CS(=O)(=O)Nc1ccccc1C(=O)NCC1(N2CCCCC2)CCCCC1,-7,-1,-1,-5,13,0,1,-0.9,-8,-0.1
COc1cccc(CN2CCN(C(=O)c3cc(-c4ccncc4)nc4ccc(C)cc34)CC2)c1,-12,1,-3,-3,1,3,2,-2.4,-7,-0.1
COc1ccc(CCCC(=O)NCCc2ccccc2)cc1,-4,-2,0,-3,-12,-6,1,-0.9,.,-0.1
CN(CC(=O)Nc1ccc(F)c(F)c1F)C(=O)c1ccc(=O)[nH]c1,2,0,-1,-4,7,-4,-6,0.4,1,1.5
Cc1nnc(NC(=O)CSc2nnc(Cc3cccn3C)n2C)s1,0,-5,-2,1,9,.,8,-2.6,.,5.7
COc1ccc(-n2c(-c3ccc(Cl)cc3)c[n+]3c2CCCCC3)cc1,-1,-6,0,-1,-2,.,-14,0.5,.,-1.7
CCn1c(SCc2cc(=O)[nH]c3ccccc23)nnc1C1CC1,-2,1,.,6,-3,2,-8,-0.2,-13,-0.5
Nn1c(Cc2cccc3ccccc23)nnc1SCC(=O)NC1CCS(=O)(=O)C1 (stereo unspecified),-2,-2,-3,3,-14,-1,2,-2.3,.,-0.5
O=C(N/N=C(\CC(=O)c1cccs1)C(F)(F)F)c1cccnc1,1,-1,-1,5,-5,.,5,-0.8,-1,-4.8
CCOc1c2ccc(C(=O)NCc3ccco3)cc2nn1CCOC,-1,0,0,6,-12,-2,-2,-0.2,-5,-1.7
CS(=O)(=O)c1ccc(C(=O)Nc2cc(S(C)(=O)=O)ccc2Cl)cc1,-3,0,1,6,-1,-1,1,-1.2,-5,-0.9
Cc1cc(C)nc(NC(=O)c2ccc(Br)cc2)n1,-3,2,1,-8,-10,-5,-11,0.5,6,1.7
Cc1ccc(S(=O)(=O)N2CCOCC2)c2nsnc12,3,2,-4,-4,-6,0,-3,0.2,-2,0.0
Cc1ccccc1-c1noc(-c2ccccc2C(=O)NCc2ccco2)n1,-12,0,7,8,-2,-3,10,0.2,-3,-1.1
O=C(CSc1ccc(Cl)cc1)Nc1ccc(N2CCN(c3ccccc3)CC2)c(F)c1,-6,-4,-4,2,1,-4,-8,-0.3,.,0.1

# An excerpt from above in order of the CAL PDZ FP-1 value, descending.
structure,CAL PDZ FP-1
COc1ccc(N2CCN(C(=O)c3ccc(C)cc3)CC2)c([N+](=O)[O-])c1,5
COCCN(C)Cc1cn(-c2ccc(F)cc2F)nc1-c1ccccc1C,3
CCn1c(SCc2cc(=O)[nH]c3ccccc23)nnc1C1CC1,2
CC(C)NC(=O)N(C)C[C@H]1Oc2c(NC(=O)Nc3ccc4c(c3)OCO4)cccc2C(=O)N([C@H](C)CO)C[C@@H]1C,-1

# Fetched by compound from above:
SMILES,dFosB act,V-ATPase pH,Wnt act,RTF Ca sens act,Rtt109 HAT inh,CAL PDZ FP-1,Tat transport,CAL PDZ FP-2,MITF TRPM1 HTS,CDK5 inh
CCCOc1c(Cl)cc(C(=O)NC)cc1OC,5,2,-2,1,2,-7,-1,-0.5,-8,0.3
CCn1c(SCc2cc(=O)[nH]c3ccccc23)nnc1C1CC1,-2,1,.,6,-3,2,-8,-0.2,-13,-0.5
CS(=O)(=O)c1ccc(C(=O)Nc2cc(S(C)(=O)=O)ccc2Cl)cc1,-3,0,1,6,-1,-1,1,-1.2,-5,-0.9
Cc1ccc(S(=O)(=O)N2CCOCC2)c2nsnc12,3,2,-4,-4,-6,0,-3,0.2,-2,0.0

# CAL PDZ FP-1, entries above that show a hit.
structure,dFosB act,V-ATPase pH,Wnt act,Rtt109 HAT inh,CAL PDZ FP-1,Tat transport,CAL PDZ FP-2,MITF TRPM1 HTS,CDK5 inh
COc1ccc(S(=O)(=O)NCCC(=O)OCC(=O)c2ccc[nH]2)cc1[N+](=O)[O-],-7,1,-1,2,46*,-6,-0.3,-6,1.7
